# MC4R ag barr = MC4R agonists recruiting beta-arrestin, primary screen, cell-based, luminescence, agonist arm of biased-ligand search; AID 540308, 2011; activation, % at 8.9 µM; Melanocortin receptor 4 (Homo sapiens), P32245; 360,000 compounds, 0.98% hits; U2OS MC4R beta-arrestin complementation; percent of melanotan II response, DMSO zero;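 active means activation above a per-plate cutoff, the mean activation of sample wells on that plate plus 3 SD, cut at about 8% in these data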
# Granule exo inh = LAMP-1 surface exposure blockers, TALL-104 cells – cell-based, flow cytometry, MLPCN library, primary screen; AID 651702, 2012; inhibition, % at 10 µM; TALL-104 LAMP-1 surface exposure; cells stimulated with thapsigargin and PMA; 360,000 compounds, 0.66% hits;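 active means inhibition above about 55%, limit read from the data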
# ABHD5 PLIN5 PPI = ABHD5-PLIN5 interaction inhibitors, primary screen, cell lysate, split luciferase complementation, luminescence; Split G. princeps luciferase complementation, 4 h; inhibition, % at 4 µM; 360,000 compounds, 0.78% hits; AID 602281, 2012;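 active means inhibition above the mean inhibition across every tested compound plus 3 SD, cut at about 22% in these data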;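 further: 0% = DMSO only wells and the 100% control is not disclosed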
# PDI turbidity = inhibitors of human PDI, primary screen, biochemical, turbidity, single point, plate reader; Protein disulfide-isomerase (Homo sapiens), P07237; PDI insulin aggregation turbidity, A650, 90 min; inhibition, % at 10 µM; 350,000 compounds, 0.052% hits; AID 588391, 2011;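 active means mean inhibition across replicates of 30% or more, whatever share of single replicates reach that level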;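 further: absorbance from insulin aggregation driven by PDI reduction with DTT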
# ABCB6 inh 2 = ABCB6 transporter inhibitors, primary screen, K562-ABCB6 cells, flow cytometry, MLPCN library | AID 602162, 2011 | fluorescence ratio to DMSO, % at 10 µM | K562-ABCB6 porphyrin accumulation, 1 h; stronger effect = lower value | 360,000 compounds, 0.19% hits | ATP-binding cassette sub-family B member 6 (Homo sapiens), Q9NP58;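 active means fluorescence ratio to DMSO below 75%, the collection mean minus 3 SD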;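 further: signal is porphyrin accumulated inside mitochondria; 100% equals median channel fluorescence of DMSO control wells; lower ratio means ABCB6 inhibition with less porphyrin fluorescence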
# Target sequence (Q9NP58 whole entry, looked up): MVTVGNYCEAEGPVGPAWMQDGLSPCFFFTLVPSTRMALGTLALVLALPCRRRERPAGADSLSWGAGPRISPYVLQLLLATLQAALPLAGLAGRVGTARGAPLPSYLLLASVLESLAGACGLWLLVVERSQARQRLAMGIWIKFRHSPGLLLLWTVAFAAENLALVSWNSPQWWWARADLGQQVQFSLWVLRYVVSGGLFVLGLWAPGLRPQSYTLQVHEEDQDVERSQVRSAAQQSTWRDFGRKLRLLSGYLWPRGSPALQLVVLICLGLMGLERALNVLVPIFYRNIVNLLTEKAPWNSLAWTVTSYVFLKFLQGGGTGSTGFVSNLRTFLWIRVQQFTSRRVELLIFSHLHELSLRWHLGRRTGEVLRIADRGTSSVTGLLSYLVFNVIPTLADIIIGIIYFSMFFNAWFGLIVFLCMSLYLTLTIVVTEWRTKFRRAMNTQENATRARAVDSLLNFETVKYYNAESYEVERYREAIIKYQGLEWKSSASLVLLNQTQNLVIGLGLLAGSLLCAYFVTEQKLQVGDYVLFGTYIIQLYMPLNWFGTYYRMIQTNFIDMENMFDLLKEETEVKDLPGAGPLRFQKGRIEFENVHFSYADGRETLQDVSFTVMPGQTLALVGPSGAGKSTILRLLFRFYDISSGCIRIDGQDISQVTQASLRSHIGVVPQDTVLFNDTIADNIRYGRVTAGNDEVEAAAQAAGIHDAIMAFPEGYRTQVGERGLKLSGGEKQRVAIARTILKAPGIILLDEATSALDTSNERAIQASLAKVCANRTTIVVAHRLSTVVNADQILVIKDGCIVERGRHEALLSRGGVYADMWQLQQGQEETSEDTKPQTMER
# CaV13 ICDI inh = Primary screen for inhibitors of IQ motif and Ca2+-dependent inactivation inhibitor domain binding in CACNA1D, Förster resonance energy transfer in living cells, …; HEK cells, CFP/YFP FRET ICDI-IQ, plate reader, 10 min; percent FRET-ratio fall versus neutral wells; inhibition, % at 12.3 µM; 340,000 compounds, 0.098% hits; AID 743397;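 active means mean replicate inhibition of at least 30% and at least 1% of replicates passing that level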;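 further: 0% = median of the neutral control wells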
# m5-HT2A agonist = mouse Htr2a agonists via beta-arrestin recruitment, primary screen, cell-based, luminescence. activation, % at 7.6 µM. AID 624169, 2012. 360,000 compounds, 0.66% hits. CHO-K1 mHTR2A beta-arrestin complementation; percent of 30 µM serotonin response;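 active means activation above a run cutoff, the mean activation of all tested compounds plus 3 SD, cut at about 14% in these data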;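 further: 0% = plate median of compound wells and 100% = 30 µM serotonin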
# Glyco luc inh = increase of ERlucT glycosylation luciferase signal, primary screen, N-linked glycosylation inhibitor project, D54 ERlucT cells, luminescence, set 2; 360,000 compounds, 0.23% hits; reporter increase, % at 12.5 µM; D54 ERlucT glycosylation luciferase reporter, 24 h; percent of 100 nM tunicamycin response; AID 588692, 2011;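 active means mean luciferase reporter signal, scaled so untreated is 0 and the glycosylation-blocking control 100, at or above a set limit in every replicate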;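 further: luciferase carries N-glycosylation sites so blocking glycosylation raises the light; 0% = median of neutral control wells and 100% = median of 100 nM tunicamycin wells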
# MC4R antagonist = MC4R antagonists of cAMP signaling, primary screen, cell-based, TR-FRET, antagonist arm of biased-ligand search; Melanocortin receptor 4 (Homo sapiens), P32245; MC4R-expressing cells, MTII-stimulated cAMP, LANCE TR-FRET; inhibition, % at 6.5 µM; 360,000 compounds, 0.48% hits;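 active means inhibition above its plate's cutoff, the mean of tested wells on that plate plus 3 SD, cut at about 29% in these data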;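 further: 0% = Melanotan II alone and 100% = Melanotan II plus saturating MCL0020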
#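 System: U2OS-MC4R stable cell line; Technique: Eu-cAMP/anti-cAMP TR-FRET, emission 671 nm; Repeats: single well per compound; Also added: Melanotan II; Dosing: one concentration, 6.5 µM nominal; Schedule: 30-min compound, 1-h challenge, 1-h detection, room temperature.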
# Cardio protect = cardioprotection against H2O2-induced cell death, primary screen, uHTS, H9c2 cells, ATPLite luminescence; 360,000 compounds, 0.63% hits; protection from H2O2 cell death, % at 20 µM; H9c2 cardiomyocytes, H2O2 injury protection, 2 h; AID 588492, 2011;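 active means compounds giving at least 50% protection of heart cells from peroxide-induced death in the single-dose screen, raw or plate-pattern-corrected value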;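 further: 0% = DMSO wells with peroxide and 100% = DMSO wells without peroxide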
# Numbers without * were called inactive; / = not tested or not shown; & = joins results of further samples.
item	Structure	MC4R ag barr	Granule exo inh	ABHD5 PLIN5 PPI	PDI turbidity	ABCB6 inh 2	CaV13 ICDI inh	m5-HT2A agonist	Glyco luc inh	MC4R antagonist	Cardio protect
1	Cc1ccc(CSc2nnc(-c3cccnc3)n2N)cc1	1.9	1	-4	-4	99	-6	2	9	23	2
2	C/C(=N\NC(=O)NC1CCCCC1)c1ccc(OC(F)F)cc1OC(F)F	0.2	2	-1	-7	100	-3	-6	-3	3	-12
3	COc1ccc(CCNC(=S)NC2CCN(Cc3ccccc3)CC2)cc1	-0.9	5	-4	9	101	-2	-8	-3	0	-6
4	O=C(NNC(=O)c1ccccc1O)c1ccc(-c2ccc([N+](=O)[O-])cc2)o1	-4.4	13	0	7	96	-6	-2	0	0	49
5	Cc1cc([N+](=O)[O-])nn1Cc1noc(C(=O)NCCc2ccccn2)n1	1.6	-4	-2	-2	100	-3	-1	0	13	-1
6	CS(=O)(=O)N(Cc1ccc(C(=O)NC2CCCCC2O)cc1)c1ccccc1 (centres undefined)	-0.9	-1	-4	7	96	/	-2	2	-4	8
7	O=C(c1cc2ccccc2oc1=O)N(Cc1ccco1)Cc1cccs1	-2.2	-8	3	3	100	-4	-5	-2	7	13
8	O=C(NCc1ccc(F)cc1)Nc1ccccc1	-1.3	-1	-2	1	101	-10	5	4	-4	-4
9	Cc1ccc(CNC(=O)Cn2nnc3ccccc3c2=O)cc1	-0.8	-5	-2	-1	99	3	2	1	6	-1
10	O=C(NCCCN1CCCC1)c1ccc(CSCc2cccc(Cl)c2)o1	-2.2	3	0	-3	104	-7	-9	-7	-3	-4
11	Cc1c(C)c2cc3c(C)coc3cc2oc1=O	1.1	0	4	15	99	-17	8	0	0	3
12	O=[N+]([O-])c1ccc(Sc2cc[n+]([O-])c3ccccc23)c([N+](=O)[O-])c1	0.9	27	0	0	98	-2	1	28*	-4	-7
13	CCc1ccc(-c2cc(C(=O)Nn3cnnc3)c3ccccc3n2)cc1	-2.6	0	-2	0	103	-8	3	-14	-1	-27
14	O=C(Cc1ccc2ccccc2c1)Nc1ccccc1Br	0.2	-14	0	3	99	17	-8	-1	7	-1
15	Fc1ccc(CNC(=S)NCc2ccc(F)cc2)cc1	1.7	3	4	0	99	1	-1	0	7	-5
16	Nc1cccc(-c2nc3ncccc3o2)c1	-1.5	-1	5	5	92	-2	-3	0	2	-2
17	CC1(C)CC2(CC(C)(C)N1)OC(=O)N1CCc3ccccc3C12C (centres undefined)	-1.1	0	9	/	104	-4	3	-1	6	-11
18	CCCOc1c(Br)cc(C2C3=C(CCCC3=O)N(CC)C3=C2C(=O)CCC3)cc1OC	-1.6	-2	5	-1	100	-2	-5	-3	5	-5
19	C/C(=N\NC(=O)c1cccnc1)c1ccc(-c2ccccc2)cc1	-1.7	-7	-8	-3	103	-20	-2	4	0	-5
20	COc1ccc(CN(C)CC(O)COC(c2ccc(OC)cc2)c2ccc(OC)cc2)cc1 (centres undefined)	5.1	41	11	7	108	0	-7	-2	-4	-4
21	CN1C(C(=O)N2CCc3ccccc3C2)=CC(c2ccc(F)cc2)=NS1(=O)=O	-3.1	-4	-3	-1	102	-21	-3	0	9	-2
22	COC(=O)Nc1ccc(Cc2ccncc2)cc1	-3.2	-1	-8	-1	103	-5	-2	-2	2	6
23	C=CCNC(=O)C1CC(=O)N(c2ccc(OCC(=O)Nc3ccc(C)cc3)cc2)C1 (centres undefined)	-2.3	2	4	13	91	0	-2	2	-2	2
24	CCc1ccc(NC(=O)CSc2nnnn2-c2cccnc2)cc1	-3.4	-1	-2	-9	100	-5	6	2	-2	3
25	COc1ccc(S(=O)(=O)N(CC(=O)Nc2cccnc2)c2ccccc2OC)cc1	-1.4	-3	-2	0	91	-7	-5	0	2	6
26	O=[N+]([O-])c1ccc(S(=O)(=O)NN=Cc2ccc3c(c2)OCO3)cc1	-0.8	-2	-6	-1	80	-4	-8	1	-3	0
27	COc1ccc2nc(NC(=O)C3CCN(S(=O)(=O)c4cnc[nH]4)CC3)sc2c1	-0.1	0	4	-2	82	-4	-4	-4	7	2
28	Cc1ccc(S(=O)(=O)N2C[C@H]3C(=O)C[C@@H](c4ccccc4)N(S(=O)(=O)c4ccc(C)cc4)[C@H]3C[C@H]2c2ccccc2)cc1	-0.6	-1	5	8	96	-7	5	-8	0	-1
29	CCn1c(SCC(=O)Nc2ncc(C(F)(F)F)cc2Cl)nnc1-c1cccc(C)c1	-2.5	-1	-3	17	98	-6	4	1	2	-4
30	COc1ccc(CCCc2nnc(SCC(=O)Nc3nc(C)cs3)n2C)cc1	0.2	0	-1	1	91	-3	1	0	10	-3
31	CCCNc1nc(-c2ccccc2)c(C(=O)OCC)cc1C#N	2.1	2	-12	0	92	-1	-3	11	-19	-1
32	CCOc1cc(C(=O)N/N=C\c2cn(CC)nc2C)cc(OCC)c1OCC	0.3	4	-1	-2	100	-5	-5	4	8	7
33	Cc1cc(C)n2nc(SCC(=O)NC(=O)c3ccccc3Cl)nc2n1	-2.8	0	-5	22	95	-2	-2	0	6	6
34	CCN(CC)C(=O)c1ccc(Nc2nnc(C)c3ccccc23)cc1	-1.0	0	7	-49	101	-9	2	-2	-6	0
35	Cc1ccc(SCCC(=O)OC(C)C(=O)Nc2ccccc2)cc1 (centres undefined)	-1.6	4	4	1	97	-1	-3	0	-2	-7
36	Cc1cccc(CCNC(=O)CCS(=O)(=O)c2ccc(Br)cc2)c1	0.1	-2	3	11	82	-4	-2	0	-5	13
37	COc1ccc(C2=CSC3=NCCN23)cc1Cl	-2.6	1	-13	7	100	-5	-1	1	-1	-4
38	C=CCn1c(=NC(=O)c2cc(Cl)sc2Cl)sc2cc(S(N)(=O)=O)ccc21	14*	9	-2	-1	102	-5	0	0	14	-6
39	COc1cc(C(=O)Nc2nnc(C3CC3)s2)ccc1OCc1c(C)noc1C	-2.8	-2	-3	0	91	-6	0	0	3	2
40	CC(=O)N1CCN(c2ccc(NC(=O)c3ccc([N+](=O)[O-])cc3)cc2)CC1	0.7	11	-7	-5	98	-3	0	2	12	8
41	Cc1ccccc1OCC(=O)N(CC(C)C)c1c(N)n(CC(C)C)c(=O)[nH]c1=O	-2.2	0	-7	1	99	-16	3	0	3	-4
42	N/C(=N\OC(=O)CC1CCCCC1)c1ccc(Cl)cc1	-3.1	-2	1	-8	88	/	-1	-1	-1	-11
43	NC(=O)c1nc(-c2ccco2)nc2c1[nH]c(=O)n2-c1ccc(Cl)c(Cl)c1	1.1	1	6	-5	104	-4	5	-7	0	-1
44	O=C(NCc1ccco1)c1ccc(C(=O)NCc2ccco2)s1	-1.0	2	-4	3	99	-2	-10	-4	-1	10
45	Cc1ccc(-c2nc3ccc(Br)cn3c2Cc2cccc(F)c2)cc1	/	9	14	/	103	-4	-2	-2	/	-7
46	Clc1ccc(N2CCN(/N=C/c3cccnc3)CC2)cc1	0.2	-6	-4	-1	88	-5	-1	-2	4	-2
47	CCCC(=O)c1cc(F)c(N2CCN(C(=O)OCC)CC2)cc1C	0.3	0	-6	2	97	-5	0	0	-8	0
48	CCc1ccc(-c2nn(Cc3ccccc3)cc2C(=O)NCC2CCCO2)cc1 (centres undefined)	-3.8	5	6	1	96	-6	4	-2	4	9
49	COc1ccc(CC(=O)O/N=C(\N)c2ccccn2)cc1OC	-2.0	4	1	-5	108	-6	5	0	1	-5
50	COc1cccc(NC(=O)CCC2CCN(C(=O)c3c(C)noc3C)CC2)c1	-2.5	0	3	12	100	-2	5	4	-3	-3

# Later entries:
item	Structure	MC4R ag barr	Granule exo inh	ABHD5 PLIN5 PPI	PDI turbidity	ABCB6 inh 2	CaV13 ICDI inh	m5-HT2A agonist	Glyco luc inh	MC4R antagonist	Cardio protect
51	Cc1nc(Sc2cccn2C)c(C(F)(F)F)c(=O)[nH]1	-0.6	-1	3	9	92	-5	-3	-1	2	28
52	C(=N\n1cnnc1)/c1ccc2c(c1)OCCO2	-0.1	3	7	0	107	-14	-2	3	8	5
53	COc1ccc(C)cc1NC(=O)c1cc(S(=O)(=O)N2CCCCC2)ccc1N1CCOCC1	0.5	-2	-8	1	95	-6	-1	-3	9	4
54	Cc1cccc(C)c1NC(=O)CN(c1c(C)cccc1C)S(C)(=O)=O	-2.7	1	-7	-2	86	-5	1	-1	5	-1
55	Cc1ccc2c(CC(=O)N3CCN(S(=O)(=O)c4ccccc4)CC3)coc2c1	0.1	5	1	-1	98	-13	0	-2	1	6
56	CSCC[C@@H](Nc1nc(-c2ccccc2)nc2c1oc1ccccc12)C(=O)O	-1.0	0	4	3	105	-9	0	-1	25	7
57	Cc1cccc(NC(=O)CSc2nc3sc(C)cc3c(=O)n2C)c1	-0.5	0	-2	15	96	-2	-8	1	4	-13
58	O=C(Cn1cnc2ccccc2c1=O)NCCC(=O)Nc1ccccc1C(F)(F)F	1.7	-11	6	9	91	-7	-2	0	-1	1
59	O=C(CN1CCN(Cc2ccc3c(c2)OCO3)CC1)Nc1ccc2c(c1)OCCO2	-1.0	-3	-6	1	117	/	-2	2	5	6
60	COC(=O)[C@@]1(Sc2ccc(C)cc2)CC(=O)N[C@@H]1c1ccccc1	/	5	0	/	99	-6	7	/	/	/
61	Cc1ccc(OCC(=O)NC2=NCCS2)cc1	-0.4	-2	0	-10	98	-5	-4	1	8	-26
62	CCN1CCN(C(=S)Nc2ccc3nc4n(c(=O)c3c2)CCCCC4)CC1	2.3	5	16	15	88	-19	3	-3	-2	0
63	O=C(NNC1CC(=O)N(c2ccccc2)C1=O)c1ccco1 (centres undefined)	-1.5	0	1	-7	98	3	0	0	21	2
64	COc1cc(SC)ccc1C(=O)Nc1nc(C)cc(C)n1	0.2	-14	8	-2	100	-5	3	1	-3	-4
65	CCc1nn2c(N)c(/C=C3\C=Nc4ccccc43)c(=O)nc2s1	0.9&-0.8	4&6	-6&5	-1&-2	110&99	-5&-4	-1&6	5&2	1&12	3&-1
66	NC(=O)C1CCN(C(=O)c2cc(S(=O)(=O)N3CCN(c4ccccc4)CC3)ccc2Cl)CC1	-0.3	2	0	9	93	-5	0	-2	-4	1
67	O=C(Cn1nnc2ccccc2c1=O)Nc1ccc(S(=O)(=O)N2CCOCC2)cc1	-1.4	2	1	-5	94	-6	1	3	5	9

# Source: PubChem
